NPY1 pot ag: human NPY-Y1 potentiation or agonism, primary screen; P25929; NPY-Y1 expressing cells, potentiator/agonist activation; activation, % at 3.6 µM; 0.37% of 220,000 active; AID 1304; in the data active = activation above about 33%, passing the limit was not always enough;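 note: cells stimulated with NPY at EC10 then isoproterenol at EC100; 0% = low agonist plus stimulus and 100% = saturating agonist plus stimulus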
Runt-CBFb FRET: inhibitors of human RUNX1 Runt domain binding to CBFb; Q01196+Q13951; Cerulean-Runt/Venus-CBFb FRET ratio 530/480, 1 h; inhibition, % at 20 µM; 0.46% of 220,000 active; AID 1496;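 active = inhibition over about 50% at 20 µM in the single-dose screen, limit read from the data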;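 note: 0% = DMSO wells and 100% = excess unlabeled CBFb competitor control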
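Measured by: fluorescence energy transfer, 422 nm excitation, 530/480 nm emission; test system: Cerulean-tagged RUNX1 Runt domain (FRET donor) fusion protein; buffer or medium: Tris pH 7.5 buffer with BSA; compound: one dose, 20 µM compound, 1% DMSO; times: two 1 h room-temperature incubations shielded from light; benchmarks: unlabeled CBFb 5 µM, positive control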
RBBP9 inh: human RBBP9 hydrolase inhibition; O75884; recombinant RBBP9, FP-Rh probe fluorescence polarization; inhibition, % at 7.94 µM; 0.2% of 220,000 active; AID 1515;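 active = inhibition above the campaign mean of all tested compounds plus 3 SD, cut at about 14% in these data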;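 note: plate controls were DMSO wells with RBBP9 for no effect and wells lacking RBBP9 protein for full effect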
Target sequence (O75884 whole entry, looked up): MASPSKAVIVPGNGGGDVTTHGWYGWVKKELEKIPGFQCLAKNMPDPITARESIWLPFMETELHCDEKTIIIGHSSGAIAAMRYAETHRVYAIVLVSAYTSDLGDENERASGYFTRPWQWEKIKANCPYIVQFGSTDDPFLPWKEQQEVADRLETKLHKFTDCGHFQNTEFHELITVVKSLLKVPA
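Assay system: recombinant human RBBP9; Reagent: Serine-hydrolase probe FP-Rh, 375 nM pre-mixing; Doses: 7.94 µM single dose, 0.794% DMSO; Incubation: 30 min then 45 min, 25 °C; Detection: fluorescence polarization (mP), excitation 525 nm, emission 598 nm; Evaluation: percent inhibition from mP, scaled between DMSO and no-protein wells.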
NPY2 pot ag: potentiates or activates human NPY-Y2 receptor; cells expressing NPY-Y2, potentiator/agonist read-out; AID 1359; activation, % at 3.6 µM; 0.45% of 220,000 active; P49146; in the data active = activation above about 27%;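 note: cells stimulated with NPY near EC25 plus isoproterenol at EC100; 0% = vehicle plus submaximal agonist and 100% = vehicle plus saturating agonist; some results beyond the cut were filed as inactive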
Target sequence (P49146 whole entry, looked up): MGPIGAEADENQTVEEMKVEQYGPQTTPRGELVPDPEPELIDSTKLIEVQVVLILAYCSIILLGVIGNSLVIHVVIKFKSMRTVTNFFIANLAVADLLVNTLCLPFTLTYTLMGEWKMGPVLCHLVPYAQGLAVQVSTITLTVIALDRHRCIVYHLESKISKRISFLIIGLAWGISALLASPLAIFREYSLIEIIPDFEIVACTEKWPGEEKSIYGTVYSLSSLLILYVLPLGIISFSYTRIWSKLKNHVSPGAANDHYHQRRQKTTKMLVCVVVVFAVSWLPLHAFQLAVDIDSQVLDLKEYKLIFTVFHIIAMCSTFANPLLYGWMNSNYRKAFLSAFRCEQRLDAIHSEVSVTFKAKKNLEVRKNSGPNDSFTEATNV
BaF3 parental: parental Ba/F3 viability inhibition as JAK2V617F counter-screen; AID 1486; inhibition, % at 5.6 µM; CellTiter-Glo ATP luminescence; 1.1% of 220,000 active;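 active = inhibition above a per-campaign cutoff, the mean inhibition of all tested compounds plus 3 SD, cut at about 27% in these data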;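 note: 0% = DMSO wells and 100% = JAK Inhibitor I control wells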
S1P4 antagonist: antagonists of human S1P4 receptor. O95977. 0.26% of 220,000 active. S1P4-expressing cells, antagonist mode, reporter read-out. inhibition, % at 4.98 µM. AID 1510; in the data active = inhibition above about 29%;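 note: 0% = wells stimulated with agonist and 100% = vehicle wells without agonist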
Target sequence (O95977 whole entry, looked up): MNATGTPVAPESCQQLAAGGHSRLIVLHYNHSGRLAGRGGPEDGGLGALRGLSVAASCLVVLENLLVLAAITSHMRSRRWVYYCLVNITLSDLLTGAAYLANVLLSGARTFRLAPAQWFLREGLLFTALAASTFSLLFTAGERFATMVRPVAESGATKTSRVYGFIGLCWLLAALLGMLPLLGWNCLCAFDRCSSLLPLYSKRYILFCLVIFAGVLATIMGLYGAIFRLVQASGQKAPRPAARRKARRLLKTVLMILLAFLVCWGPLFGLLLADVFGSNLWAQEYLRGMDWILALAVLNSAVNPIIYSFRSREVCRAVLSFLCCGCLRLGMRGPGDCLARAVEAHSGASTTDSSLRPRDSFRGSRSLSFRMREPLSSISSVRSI
S1P4 ag: activates the human S1P4 receptor | O95977 | activation, % at 4.98 µM | S1P4-expressing cell line, agonist reporter assay | 0.35% of 220,000 active; in the data active = activation above about 11%;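 note: 0% = DMSO vehicle and 100% = reference agonist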
NPY-Y1 antag: NPY-Y1 (human) receptor antagonism; HEK293-CNG Y1 cells, membrane potential fluorescence; NPY at EC95, then isoproterenol; inhibition, % at 3.6 µM; 1% of 200,000 active;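 active = inhibition above the campaign mean inhibition of all tested compounds plus 3 SD, cut at about 20% in these data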;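 note: 0% = DMSO wells given NPY plus isoproterenol and 100% = isoproterenol alone without NPY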
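Material: HEK293 Y1/CNG channel cell line; also added: NPY (25 nM), isoproterenol (1 µM), Ro 20-1724 (25 µM); doses: one concentration, 3.6 µM, in 0.4% DMSO; schedule: compound incubation 1 h at room temperature, readout 45 min post-stimulation; technique: membrane potential fluorescence; measure: fluorescence ratio normalized to % inhibition between controls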
Ba/F3 V617F tox: reduce viability of Ba/F3 cells dependent on JAK2V617F; Ba/F3 EpoR-JAK2V617F viability, ATP luminescence; 1.1% of 220,000 active; inhibition, % at 5.6 µM; AID 1446;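 active = inhibition above the campaign mean plus 3 SD over all tested compounds, cut at about 24% in these data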;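 note: cytokine-independent growth of Ba/F3 cells driven by EpoR plus mutant JAK2; 0% = DMSO-treated cells and 100% = JAK inhibitor I control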
The depositor's hits bear a star; x = not tested or not shown.

SMILES	NPY1 pot ag	Runt-CBFb FRET	RBBP9 inh	NPY2 pot ag	BaF3 parental	S1P4 antagonist	S1P4 ag	NPY-Y1 antag	Ba/F3 V617F tox
O=C(C1CCCN(CCCc2ccccc2)C1)N1CCCCC1 (centres undefined)	1.1	-0.7	-0.8	2.5	-2.3	-0.1	0.3	-1.1	-1.1
COc1ccc(Cc2noc(COc3ccc(Cl)cc3)n2)cc1	-25.1	-0.9	2.5	-13.3	2.9	7.5	-4.2	14.9	-3.4
CCN(CC)C(=O)CSc1nc2cc3c(cc2c(=O)n1CCCCCC(=O)NCc1ccc(OC)cc1)OCO3	-11.0	x	-2.9	-7.9	7.7	4.9	-0.9	3.0	4.3
Cc1nnc(SCC(=O)NC2CCCCC2C)s1 (centres undefined)	1.9	0.6	-1.9	2.3	4.5	-13.2	0.4	4.1	-3.3
O=C(NCc1ccccc1)C1=C[C@@H](c2ccccc2)C[C@@H](OCc2ccc(CO)cc2)O1	0.6	-0.6	-5.0	8.2	-0.3	10.9	-2.1	-4.9	-0.7
Cc1ccc(N(CC(=O)N2CCOCC2)S(=O)(=O)c2ccccc2)cc1	-3.5	x	-3.8	-6.3	2.8	0.6	0.3	0.1	4.2
O=C(COC(=O)c1ccco1)Nc1nc2ccccc2s1	3.3	-1.8	0.0	16.4	1.9	5.8	-1.2	-6.5	-4.2
COc1ccc(C2(C#N)CCC(=O)N2c2ccccc2)cc1 (centres undefined)	13.5	0.9	4.8	-0.7	-0.2	-1.4	0.7	x	0.3
O=C(/C=C/c1ccco1)N1CCN(S(=O)(=O)c2ccc(F)c(F)c2F)CC1	12.6	x	2.7	1.1	6.1	10.6	-0.2	-4.0	2.5
COC(=O)c1sccc1NC(=O)c1cc(C)on1	-9.2	0.5	-5.5	9.8	0.5	-11.6	0.5	1.3	-2.9
O=C(NCCc1ccccc1)/C(=N\O)c1ccccc1	4.9	0.6	-3.6	-20.5	13.4	2.6	1.0	-0.2	3.8
CCOC(=O)C1(Cc2cccc(OC)c2)CCCN(C(=O)c2cc(C)[nH]n2)C1 (centres undefined)	18.5	x	1.7	-2.5	1.6	11.2	-0.4	-1.0	-0.6
CCC(=O)c1ccc(OCC(O)CNC(C)c2ccccc2)cc1 (centres undefined)	-7.3	1.6	-10.1	2.4	9.1	-1.2	-3.2	10.9	2.5
CC(=O)c1ccccc1OC(=O)COc1ccc(Cl)cc1C	-18.3	2.4	0.9	-5.4	1.5	-14.4	1.1	5.8	-3.0
Cc1ccc(S(=O)(=O)/N=C(\CCl)N2CCOCC2)cc1	-3.4	-2.9	-0.8	-8.6	-0.6	-0.7	1.7	6.1	1.8
COc1ccccc1CNC(=O)c1ccccc1OC	-13.9	-0.5	-4.5	-11.6	4.6	2.8	-2.1	4.9	3.7
Cc1cccc(C(=O)OCC(=O)Nc2nccs2)c1	-2.5	-1.8	-0.5	-3.0	1.1	-14.8	-1.2	-2.5	-3.2
CSC1=N/C(=C\c2ccccc2C)C(=O)S1	0.4	-0.1	-6.5	6.5	3.0	-3.6	-0.2	-5.9	-4.9
CCOc1ccc(CCNC(=O)C2CCN(c3ccc(N4CCOCC4)nn3)CC2)cc1OCC	10.0	1.5	1.0	9.8	0.5	10.8	-0.7	3.8	-4.1
CCOC(=O)c1cnc2c(C)cccc2c1Nc1ccc(N2CCOCC2)cc1	-6.1	-6.6	-7.0	7.8	1.6	-6.9	-1.1	-2.1	-0.9
Cc1c(Cl)c(C(=O)Nc2nc3ccccc3n2CCN2CCCCC2)nn1C	3.3	4.2	-2.0	-4.1	4.2	-22.6	2.0	5.3	-2.4
O=C(NCCCN1CCN(c2cccc(Cl)c2)CC1)C1(S(=O)(=O)c2ccc(Cl)cc2)CC1	-4.6	-2.9	-15.7	-5.9	6.8	3.6	-0.8	4.1	3.0
CCC(CC)NC(=O)/C=C/c1ccccc1Cl	-12.6	0.3	-1.3	6.6	3.8	-0.5	2.3	9.9	-3.2
CCOC(=O)C(=O)Nc1sc(C(=O)N(CC)CC)c(C)c1C#N	3.8	0.1	-8.9	0.0	4.1	-16.0	-0.4	1.1	0.2
O=C(Nc1cccc(C(F)(F)F)c1)c1ccccc1NC(=O)C1CCCCC1	14.0	-2.2	-7.6	-4.6	2.3	-12.1	-0.2	-0.2	-2.7
COc1cccc(NC(=O)COC(=O)CCCc2c[nH]c3ccccc23)c1	-25.0	-1.0	-4.5	-30.2	3.0	-8.5	0.3	15.8	-2.5
CCN(Cc1ccccc1)C(=O)CSc1ccccc1C(=O)O	-1.5	1.1	4.7	18.8	1.9	1.0	1.0	6.0	0.0
COc1ccccc1NC(=O)CSc1nc(O)cc(=O)[nH]1	-38.2	-0.1	0.6	-5.0	6.5	0.9	-0.9	1.7	2.1
CC1CCc2c(sc(NC(=O)CCCn3cnc([N+](=O)[O-])n3)c2C(N)=O)C1 (centres undefined)	-13.4	-1.2	-4.5	2.9	6.8	-2.7	0.7	-0.8	1.0
CCN(CC)S(=O)(=O)c1cccc(NC(=O)COC(=O)c2ccc(Br)o2)c1	12.9	-2.1	-5.3	7.7	4.6	-29.0	-1.5	5.5	-4.8

In the list so far, these contain a thiophene ring, fused or not:
SMILES	NPY1 pot ag	Runt-CBFb FRET	RBBP9 inh	NPY2 pot ag	BaF3 parental	S1P4 antagonist	S1P4 ag	NPY-Y1 antag	Ba/F3 V617F tox
COC(=O)c1sccc1NC(=O)c1cc(C)on1	-9.2	0.5	-5.5	9.8	0.5	-11.6	0.5	1.3	-2.9
CCOC(=O)C(=O)Nc1sc(C(=O)N(CC)CC)c(C)c1C#N	3.8	0.1	-8.9	0.0	4.1	-16.0	-0.4	1.1	0.2
CC1CCc2c(sc(NC(=O)CCCn3cnc([N+](=O)[O-])n3)c2C(N)=O)C1 (centres undefined)	-13.4	-1.2	-4.5	2.9	6.8	-2.7	0.7	-0.8	1.0

(further entries)
SMILES	NPY1 pot ag	Runt-CBFb FRET	RBBP9 inh	NPY2 pot ag	BaF3 parental	S1P4 antagonist	S1P4 ag	NPY-Y1 antag	Ba/F3 V617F tox
O=S(=O)(c1cc(Cl)ccc1Cl)n1nnc2ccccc21	-0.8	-0.4	-4.9	1.1	1.7	-0.7	-0.1	6.3	0.7
Cc1ccc(Cn2nnc3c(=O)n(CC(=O)NCc4ccc5c(c4)OCO5)cnc32)cc1	-19.2	-4.1	-3.3	-13.2	-1.9	-25.4	-2.6	0.6	-5.5
Cc1ccc(NC2=C(NC(=O)c3ccccc3)C(=O)c3ccccc3C2=O)cc1Cl	20.5	-0.6	-4.1	28.7	4.4	3.6	0.3	-4.8	3.8
CCOC(=O)N/N=C(C)/C=C/c1ccccc1	-7.9	0.2	1.8	11.2	5.3	14.4	-2.1	2.8	2.1
O=C(Cc1ccccc1[N+](=O)[O-])NCc1ccc(Cl)cc1Cl	-15.6	1.3	-7.0	8.4	7.8	-9.5	-1.1	14.9	5.8
Cc1ccc(OCCCn2ccnc2)cc1C	-4.9	-0.8	-5.4	-7.9	1.8	-11.4	-5.2	2.2	-2.5
COC(=O)c1cc(=O)n(Cc2cccs2)c(=NCc2cccs2)s1	1.8	-1.9	6.3	8.3	6.0	-12.1	0.8	1.4	-1.1
O=c1[nH]ncc(N/N=C\c2cccnc2)c1Cl	-3.4	0.5	-5.1	-5.7	1.3	3.8	0.9	x	-0.3
CCOC(=O)CC(=O)CSc1nnc(Cn2c(=O)sc3ccccc32)n1C	0.4	-0.4	-4.2	-1.1	1.4	-1.6	0.7	0.1	-4.2
CCOc1ccc(/C=C2\C(=O)c3ccccc3OC2c2ccccc2)cc1 (centres undefined)	-6.7	1.7	-11.7	-25.3	3.8	-6.4	-3.0	4.3	1.7
Nc1nc(C(F)(F)F)cc(=O)n1N	-12.5	1.1	3.3	1.0	1.3	-14.3	-1.5	0.1	-1.3
NC(=O)c1c(NC(=O)CSc2nc(N)cc(=O)[nH]2)sc2c1CCCC2	2.6	0.4	-9.5	-21.0	-3.4	-19.8	-0.6	x	-1.4
COc1cc2[nH]c3c(=O)n(CCN4CCCCC4)cnc3c2cc1OC	4.2	-1.3	-4.2	8.8	0.7	-10.8	0.7	4.8	-0.8
O=C(NCN1CCN(c2ccccc2F)CC1)c1cccnc1	11.4	-3.3	-6.3	-19.7	2.0	-0.2	4.0	2.7	-1.9
C=CCn1c(SCC(=O)Nc2ccc3c(c2)CCC3)nnc1-c1cccs1	5.3	1.3	-2.4	0.6	6.8	-17.4	1.3	-1.9	1.3
CC(C)(C)C1(O)CC(C(F)(F)F)=NN1C(=O)Cc1ccc([N+](=O)[O-])cc1 (centres undefined)	4.3	x	-9.0	0.5	0.7	2.8	0.8	0.7	-1.2
COc1ccc2nc3ccccc3nc2c1NC(=O)c1ccc(Cl)cc1	-6.5	-28.5	-9.1	7.3	0.7	-11.4	-0.2	4.7	-2.8
NS(=O)(=O)c1ccc(NC(=O)/C=C/c2ccc3c(c2)OCO3)cc1	8.2	2.0	-15.6	-1.4	19.0	-18.7	0.6	6.0	14.1
COc1ccc(CNC(=O)COC(=O)CC2CCCC2)cc1	15.0	-0.4	-6.9	5.1	7.3	-10.2	0.4	2.4	1.1
O=C1C2C3C=CC(C3)C2C(=O)N1CCN1CCN(S(=O)(=O)c2ccc3ccccc3c2)CC1 (centres undefined)	12.9	-2.1	-10.4	-16.8	2.8	-4.2	2.0	-2.3	-0.8
O=C1OC(c2ccco2)=N/C1=C\c1ccc(-c2cccc(C(F)(F)F)c2)o1	-0.7	-0.3	0.7	-6.6	8.5	-12.9	5.1	0.4	2.5
Cc1cc(C)nc(/N=C(\N)Nc2ccc(S(=O)(=O)O)cc2)n1	4.3	-0.4	-11.5	-13.0	-0.9	-11.5	-2.8	-0.6	4.0
CC(C)CC(=O)NCc1ccc2[nH]c3c(c2c1)CCCC3	4.1	-101.8	-5.1	-3.4	3.3	-8.9	0.2	2.6	-1.2
COc1cccc(CN(CC(=O)NCC2CCCO2)C(=O)CNS(=O)(=O)c2ccccc2)c1 (centres undefined)	-17.3	x	-7.2	-1.5	-1.4	-19.3	-2.8	-1.3	-4.2
Clc1ccc(-c2nnc(-c3ccccc3)nc2-c2c[nH]c3ccccc23)cc1	6.2	-9.0	-5.4	2.7	7.1	-11.9	0.9	-1.5	2.3
CC1=CC(=O)N(c2cccc(C(F)(F)F)c2)C1c1ccc(Cl)cc1 (centres undefined)	7.7	-4.1	0.3	13.1	4.0	11.7	-2.0	0.9	-0.4
Cn1cc([N+](=O)[O-])c(C(=O)NCc2ccccc2)n1	8.8	-0.3	-10.1	-5.0	-1.9	-13.2	1.5	x	-1.5
CCCC(OC(=O)CN1C(=O)COc2ccccc21)C(=O)NC1CCCC1 (centres undefined)	2.4	-1.4	-6.1	-19.6	3.8	-25.6	0.4	24.0*	-1.6
COC(=O)c1ccnc(SCC(=O)c2ccccc2)c1	-5.1	-4.3	-8.0	-14.6	4.0	11.4	3.2	8.7	-0.9
